Screening data from PubChem BioAssay.
A340 absorber = absorbance at 340 nm; 65,000 tested, under 10 active; fold change at 10 µM; AID 708; compound absorbance at 340 nm, fold over control;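 active = at 10 µM dose, initial 340 nm absorbance at least 2 fold that of control wells; inactive = change under 2 fold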;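 note: initial absorbance extrapolated from kinetic A340 decline of NADH oxidation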
CatL block = blocks human cathepsin L protease activity | P07711 | hit rate 0.17% among 58,000 | inhibition, %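 (tested at 10 µM)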 | AID 460 | purified cathepsin L, fluorogenic substrate, fluorescence; in the data active = inhibition above about 45%;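 note: 0% = enzyme with no compound and 100% = no enzyme blank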
Target sequence (P07711 114-288 limits assumed): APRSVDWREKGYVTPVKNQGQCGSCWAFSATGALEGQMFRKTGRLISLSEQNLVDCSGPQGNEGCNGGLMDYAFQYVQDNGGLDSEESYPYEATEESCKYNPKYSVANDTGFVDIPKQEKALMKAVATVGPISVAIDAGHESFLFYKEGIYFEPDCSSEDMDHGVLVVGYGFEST
Target sequence (P07711 292-333 limits assumed): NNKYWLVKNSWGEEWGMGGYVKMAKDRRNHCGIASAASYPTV
CatB block = inhibitors of human cathepsin B; hit rate 0.1% among 63,000; inhibition, %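 (tested at 10 µM)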; purified cathepsin B, fluorogenic substrate, fluorescence; AID 453; in the data active = inhibition above about 21%;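 note: 0% = enzyme with no compound and 100% = no enzyme blank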
* = called active by the depositor; . = not tested or not shown. Some of the compounds tested; rates above refer to the full screens.

COc1ccc(Cl)cc1NC1=NCC(C)S1 (centres undefined)
- A340 absorber = 1
- CatL block = .
- CatB block = .

Cc1sc2ncn(CC(=O)NCC(=O)N3CCC4(CC3)OCCO4)c(=O)c2c1C
- A340 absorber = 1
- CatL block = .
- CatB block = .

Cc1ccc2nc3c(cc2c1)CC1(C(=O)N(C)C(=O)N(C)C1=O)C1COCCN31 (centres undefined)
- A340 absorber = 1.09
- CatL block = .
- CatB block = .

CC(C)NS(=O)(=O)c1ccc(OCC(=O)N2CCN(Cc3ccccc3)CC2)cc1
- A340 absorber = 1.03
- CatL block = .
- CatB block = .

COC(=O)C(O)(c1ccc(NC(=O)c2ccco2)c(OC)c1)C(F)(F)F (centres undefined)
- A340 absorber = 1.07
- CatL block = 5.5
- CatB block = 6.3

COC(=O)C(O)(c1c[nH]c2ccccc12)C(F)(F)F (centres undefined)
- A340 absorber = 1.04
- CatL block = 27.8
- CatB block = 6.8

CCCCCCn1c(O)c(C=NCCCn2ccnc2)c(=O)[nH]c1=O
- A340 absorber = 1
- CatL block = 7.3
- CatB block = -2.0

CN1CCc2nc(SCC(=O)OC(C)(C)C)c(C#N)cc2C1
- A340 absorber = 1.05
- CatL block = 33.3
- CatB block = 10.9

CC1(C)CC(n2[nH]c(=O)c3c2NC(=O)CSC3c2ccccc2)CCO1 (centres undefined)
- A340 absorber = 1.02
- CatL block = 11.4
- CatB block = 1.3

CC1CN=C(Nc2ccc(N(C)C)cc2)S1 (centres undefined)
- A340 absorber = 1.03
- CatL block = -5.1
- CatB block = 0.1

Cn1c(O)c(C=NCCCNC2CCCCC2)c(=O)n(C)c1=O
- A340 absorber = 1.01
- CatL block = -4.5
- CatB block = 4.8

Cc1c(N=Cc2c(O)n(CCc3ccc(F)cc3)c(=O)[nH]c2=O)c(=O)n(-c2ccccc2)n1C
- A340 absorber = 1.17
- CatL block = -9.0
- CatB block = 0.5

COc1ccc2c(c1OC)C(=O)OC2c1c(O)n(C2CCCCC2)c(=O)[nH]c1=O (centres undefined)
- A340 absorber = 1.01
- CatL block = -2.4
- CatB block = 0.7

COc1cc2[nH]c(=O)n(-c3cccc(Cl)c3)c(=O)c2cc1OC
- A340 absorber = 1.07
- CatL block = -3.6
- CatB block = 1.6

O=c1[nH]c(=O)n(Cc2ccccc2)c(O)c1C=NCCN1CCOCC1
- A340 absorber = 1.02
- CatL block = -2.5
- CatB block = -1.3

O=c1[nH]c(=O)n(Cc2ccccc2)c(O)c1C=NCCN1CCNCC1
- A340 absorber = 1
- CatL block = 14.0
- CatB block = -1.0

O=C(Nc1ccncc1)c1c(O)c2ccccc2n(Cc2ccccc2)c1=O
- A340 absorber = 1
- CatL block = 13.0
- CatB block = -3.1

Nc1c(C(=O)NCc2ccco2)c2nc3ccccc3nc2n1CCN1CCCCC1
- A340 absorber = 1.05
- CatL block = -75.5
- CatB block = -6.8

O=c1[nH]c(=O)n(-c2cccc(Cl)c2)c(O)c1C=NCCN1CCCCC1
- A340 absorber = 1.01
- CatL block = 25.9
- CatB block = 5.8

COCC(C)OC(=O)c1c(N)n(Cc2ccco2)c2nc3ccccc3nc12 (centres undefined)
- A340 absorber = 1.07
- CatL block = -481.5
- CatB block = -7.9

CNC(=O)N(C)c1nnc(C(C)(C)C)s1
- A340 absorber = 1.03
- CatL block = 17.4
- CatB block = 0.8

CC1CCC(C(C)C)C(OP(N)(=O)c2ccccc2)C1 (centres undefined)
- A340 absorber = 1.02
- CatL block = 2.7
- CatB block = 2.4

O=c1[nH]c(=O)n(C2CCCCC2)c(O)c1C=NCCCn1ccnc1
- A340 absorber = 1.01
- CatL block = -15.8
- CatB block = -0.4

CCCCOCCCn1c(N)c(C(=O)OCCOC)c2nc3ccccc3nc21
- A340 absorber = 1.07
- CatL block = -471.6
- CatB block = -14.7

As a working copy, 7 of the compounds above:
Nc1c(C(=O)NCc2ccco2)c2nc3ccccc3nc2n1CCN1CCCCC1
- A340 absorber = 1.05
- CatL block = -75.5
- CatB block = -6.8

O=c1[nH]c(=O)n(-c2cccc(Cl)c2)c(O)c1C=NCCN1CCCCC1
- A340 absorber = 1.01
- CatL block = 25.9
- CatB block = 5.8

COCC(C)OC(=O)c1c(N)n(Cc2ccco2)c2nc3ccccc3nc12 (centres undefined)
- A340 absorber = 1.07
- CatL block = -481.5
- CatB block = -7.9

CNC(=O)N(C)c1nnc(C(C)(C)C)s1
- A340 absorber = 1.03
- CatL block = 17.4
- CatB block = 0.8

CC1CCC(C(C)C)C(OP(N)(=O)c2ccccc2)C1 (centres undefined)
- A340 absorber = 1.02
- CatL block = 2.7
- CatB block = 2.4

O=c1[nH]c(=O)n(C2CCCCC2)c(O)c1C=NCCCn1ccnc1
- A340 absorber = 1.01
- CatL block = -15.8
- CatB block = -0.4

CCCCOCCCn1c(N)c(C(=O)OCCOC)c2nc3ccccc3nc21
- A340 absorber = 1.07
- CatL block = -471.6
- CatB block = -14.7

Part of the list above in order of formula weight, highest first.
Nc1c(C(=O)NCc2ccco2)c2nc3ccccc3nc2n1CCN1CCCCC1
- A340 absorber = 1.05
- CatL block = -75.5
- CatB block = -6.8

CCCCOCCCn1c(N)c(C(=O)OCCOC)c2nc3ccccc3nc21
- A340 absorber = 1.07
- CatL block = -471.6
- CatB block = -14.7

O=c1[nH]c(=O)n(Cc2ccccc2)c(O)c1C=NCCN1CCNCC1
- A340 absorber = 1
- CatL block = 14.0
- CatB block = -1.0
